S100A4 inh HTS – S100A4-myosin IIA interaction inhibition | AID 652163 | actives 0.14% (n = 360,000) | S100A4/TAMRA-MyoIIA peptide fluorescence polarization | inhibition, % at 10.7 µM;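 active means mean inhibition of at least 70% across replicates, with every replicate also reaching that level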
Target sequence (P26447 whole entry, looked up): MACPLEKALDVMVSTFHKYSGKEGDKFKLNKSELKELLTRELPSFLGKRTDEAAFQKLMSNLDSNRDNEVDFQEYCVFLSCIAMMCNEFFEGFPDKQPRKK
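Compound dosing: one dose per compound; test system: human S100A4 monomer with TAMRA-labelled myosin IIA peptide; probe or stimulus: TAMRA-labelled myosin IIA heavy-chain peptide probe, 5 nM; medium: HEPES buffer with Ca2+, pH 7.2; schedule: 5 min incubation before reading; benchmarks: neutral control DMSO, positive control TFP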
CASP6 VEID inh – blocks human caspase-6 cleavage activity; P55212; purified caspase-6, Z-VEID-R110 cleavage fluorescence; inhibition, % at 12.5 µM; actives 0.53% (n = 350,000); AID 686996;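 active means mean inhibition across replicates at least about 35%, with every replicate also reaching that limit, limit read from the data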;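 further: 0% = median of neutral control wells and 100% = no fluorescence left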
Target sequence (P55212 24-179 limits assumed): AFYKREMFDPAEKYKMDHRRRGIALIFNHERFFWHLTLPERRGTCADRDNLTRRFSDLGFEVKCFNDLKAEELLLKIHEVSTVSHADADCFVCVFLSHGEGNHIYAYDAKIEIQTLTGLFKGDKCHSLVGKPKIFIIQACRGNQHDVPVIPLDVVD
Target sequence (P55212 194-293 limits assumed): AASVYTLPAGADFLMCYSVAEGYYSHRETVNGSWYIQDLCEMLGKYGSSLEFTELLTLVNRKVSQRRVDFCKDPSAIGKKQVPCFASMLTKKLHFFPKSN
LGR2 inh – blocks bursicon-induced cAMP signaling via Drosophila LGR2; inhibition, % at 9.99 µM; actives 0.35% (n = 380,000); HEK293 LGR2, CRE-luciferase, bursicon-stimulated, 4 h; AID 720647;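 active means drop in luminescence signal, shown as inhibition above about 50% in the replicate tests, limit read from the data, passing the limit was not always enough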;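 further: agonist challenge used bursicon conditioned medium at about half maximal strength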
FN deposition inh – fibronectin deposition inhibition; AH1F fibroblasts, Alexa488-fibronectin deposition fluorescence, overnight; inhibition, % at 12.6 µM; actives 0.086% (n = 350,000); AID 743247;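 active means mean inhibition across replicates of 30% or more, regardless of how many single replicates reach that level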;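 further: positive control wells lacked labelled fibronectin entirely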
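Material: AH1F fibroblast monolayer depositing Alexa488-labelled fibronectin into matrix / Amount: 10000 AH1F cells per well / Signal: fluorescence 485/525 nm / Medium: DMEM, 2% serum / Compound: single dose, pinned / Incubation: 1 h cell adhesion before compound, then overnight fibronectin incubation / Reagent: Alexa488-FN, 24 nM final / Read-out: inhibition of fibronectin deposition signal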
Statin myotox sup – suppression of simvastatin myotoxicity; C2C12 myotubes + simvastatin, ATP luminescence, 48 h; scaled: DMSO 0, geranylgeraniol control 100; rescue of ATP level, % at 7.49 µM; actives 0.78% (n = 330,000); AID 602340;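 active means mean ATP rescue above about 67%, or every replicate alone reaching that limit, limit read from the data, passing the limit was not always enough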;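 further: myotubes were challenged with 10 µM simvastatin during compound exposure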
esBAF inh – blocks esBAF chromatin remodeling in mouse ES cells; actives 2% (n = 350,000); reporter increase, % at 12.5 µM; AID 602393; Bmi1-luciferase knock-in reporter, 24 h; 100% = twice the neutral-well signal; in the data active means activation above about 40%;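 further: 0% = median of the plate's neutral control wells and 100% = double that signal; a rise in the Bmi1 reporter signal indicates esBAF inhibition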
SIRT5 block – blocks human SIRT5 desuccinylation of peptide; actives 1.1% (n = 330,000); inhibition, % at 15 µM; Purified SirT5, succinyl-peptide AMC, trypsin-coupled fluorescence; AID 652115; in the data active means inhibition above about 15%
Target sequence (Q9NXA8 whole entry, looked up): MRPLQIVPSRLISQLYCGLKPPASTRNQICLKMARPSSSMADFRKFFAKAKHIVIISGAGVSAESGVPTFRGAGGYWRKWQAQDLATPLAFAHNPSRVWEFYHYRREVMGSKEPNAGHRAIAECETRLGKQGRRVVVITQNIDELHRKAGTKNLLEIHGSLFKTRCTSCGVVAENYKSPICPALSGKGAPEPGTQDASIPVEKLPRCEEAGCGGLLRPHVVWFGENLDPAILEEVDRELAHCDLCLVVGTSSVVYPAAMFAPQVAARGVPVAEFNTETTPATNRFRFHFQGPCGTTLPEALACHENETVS
An asterisk follows results filed as active; · = not tested or not shown.

Letter code – A = S100A4 inh HTS; B = CASP6 VEID inh; C = LGR2 inh; D = FN deposition inh; E = Statin myotox sup; F = esBAF inh; G = SIRT5 block
Nc1ccc(S(=O)(=O)NCC(=O)OCCOc2ccccc2)cc1[N+](=O)[O-]
  A = -4 | B = 0 | C = 5 | D = 5 | E = -10 | F = -3 | G = -1

CC1(C)CC(=O)C=C(NC2CCCC(O)C2)C1 (configuration not stated)
  A = 1 | B = -3 | C = -8 | D = 6 | E = 4 | F = 0 | G = -1

CC(=O)N1CC(=O)N2[C@H](C1)[C@H](c1ccc(C#Cc3cccnc3)cc1)[C@@H]2CO
  A = 4 | B = 3 | C = -18 | D = · | E = · | F = · | G = 2

COc1cc(SC)ccc1C(=O)Nc1ncc(Cl)cc1Cl
  A = 5 | B = -2 | C = -84 | D = 5 | E = · | F = · | G = -1

O=C(NC1CC2CCCC(C1)N2Cc1ccccc1)C1CCCCC1 (configuration not stated)
  A = 0 | B = 2 | C = 4 | D = -2 | E = · | F = · | G = 1

NNC(=O)c1cc2cc3ccccc3nc2s1
  A = -4 | B = -5 | C = -4 | D = 7 | E = 3 | F = 35 | G = 1

O=C(c1cccc(F)c1)N1CCN(C2CCCCC2)CC1
  A = 2 | B = -1 | C = -10 | D = · | E = -3 | F = -5 | G = 6

O=C(Nc1cccc(Cl)c1)Nn1cnnc1
  A = 1 | B = -7 | C = 0 | D = -3 | E = -2 | F = -6 | G = 1

Clc1nssc1=Nc1ccc(Br)cc1
  A = -1 | B = 0 | C = -12 | D = 6 | E = · | F = · | G = -3

O=C(Nc1ccccc1C(=O)O)c1cccc(NS(=O)(=O)c2ccc(Br)cc2)c1
  A = 1 | B = 4 | C = 3 | D = -9 | E = 9 | F = 3 | G = 4

Cc1ncc(CO)c(/C=N/NC(=O)c2ccccc2Br)c1O
  A = 3 | B = -15 | C = -8 | D = 3 | E = · | F = · | G = -4

O=C(NCc1ccco1)/C(=C\c1cccs1)NC(=O)c1ccco1
  A = -26 | B = 1 | C = · | D = -2 | E = · | F = · | G = 1

COc1ccccc1C(=O)N1C[C@@H]2[C@H](c3ccccc31)[C@@H](CO)N2C(=O)C1CCCC1
  A = -3 | B = 0 | C = 11 | D = 0 | E = -4 | F = -3 | G = 1

COc1cccc(NC(=O)C2(C)CCN2Cc2ccccc2Cl)c1 (configuration not stated)
  A = -1 | B = -3 | C = 6 | D = 10 | E = 25 | F = 5 | G = ·

COc1cc(C2C(C#N)=C(N)Oc3c2oc(CO)cc3=O)ccc1OC(C)C (configuration not stated)
  A = · | B = · | C = · | D = -3 | E = 10 | F = -7 | G = ·

CO[C@@H]1CN(C)C(=O)c2ccc(NC(=O)C3CC3)cc2OC[C@H](C)N(CC2CCOCC2)C[C@H]1C
  A = · | B = · | C = 8 | D = 12 | E = -1 | F = 0 | G = ·

Cc1cc(C(=O)OCC(=O)NCCN2C(=O)CSC2=O)ccc1[N+](=O)[O-]
  A = -4 | B = 1 | C = 9 | D = -3 | E = -2 | F = -4 | G = -4

COc1ccc(CN2CCN(C(=O)c3ccc4nc(N5CCOCC5)sc4c3)CC2)c(OC)c1OC
  A = 2 | B = 8 | C = -40 | D = 6 | E = · | F = · | G = -6

O=C(CCN1CCCCO1)NC1CCCc2c1cnn2-c1ccc(F)cc1F (configuration not stated)
  A = -7 | B = -5 | C = -5 | D = 3 | E = 0 | F = 9 | G = ·

CC(CC(=O)N1CCN(S(=O)(=O)c2ccccc2)CC1)n1cncn1 (configuration not stated)
  A = 4 | B = -4 | C = 8 | D = 2 | E = 9 | F = -5 | G = 2

NC(=O)N/N=C1\CCS(=O)(=O)c2ccc(F)cc21
  A = -1 | B = -1 | C = -8 | D = 3 | E = 1 | F = -4 | G = 1

Cc1cc(NS(=O)(=O)c2ccc(NC(=S)NC(=O)/C=C/c3ccccc3)cc2)no1
  A = -1 | B = 14 | C = 0 | D = 12 | E = -33 | F = -1 | G = 1

COc1ccc(NC(=O)Nc2ccc(F)c(F)c2)c(OC)c1
  A = -4 | B = -1 | C = 17 | D = 1 | E = · | F = · | G = -5

CC(C)NC(=O)N(C)C[C@@H]1Oc2ncc(C#Cc3ccncc3)cc2C(=O)N([C@H](C)CO)C[C@H]1C
  A = 2 | B = 0 | C = -1 | D = -17 | E = 7 | F = 2 | G = 3

O=C(Nc1ccccc1N1CCOCC1)c1ccc(Cl)nc1
  A = -1 | B = 3 | C = 1 | D = 6 | E = · | F = · | G = -3

CCN(C(=O)c1ccc(Cl)c([N+](=O)[O-])c1)c1ccccc1
  A = -5 | B = 0 | C = -21 | D = · | E = · | F = · | G = 0

Cc1ccccc1C(=O)NC(CC(C)C)C(=O)N1CCN(c2ccccc2)CC1 (configuration not stated)
  A = -4 | B = -5 | C = 8 | D = -4 | E = 4 | F = -3 | G = -4

CCCCn1c2ccc(F)cc2c2nnc(NN)nc21
  A = -1 | B = -2 | C = -11 | D = -2 | E = · | F = · | G = 1

CN1C(=O)c2cc(NC(=O)Nc3ccc(Cl)cc3)ccc2OC[C@H]2O[C@@H](CC(=O)NCCN3CCCCC3)CC[C@H]21
  A = 6 | B = -2 | C = -2 | D = 13 | E = -7 | F = -7 | G = -4

Cc1cccc(C)c1NC(=O)CNC(=O)CCCc1c[nH]c2ccccc12
  A = -2 | B = -1 | C = 2 | D = 2 | E = 31 | F = 0 | G = -1

C/C=C/c1cnc2c(c1)C(=O)N([C@@H](C)CO)C[C@@H](C)[C@H](CN(C)Cc1ccc(F)cc1)O2
  A = 33 | B = 2 | C = -23 | D = · | E = 18 | F = -14 | G = 3

CC1CCC(C(C)C)C(OCC(O)CNC(C)C)C1 (configuration not stated)
  A = 1 | B = -2 | C = 13 | D = 14 | E = · | F = · | G = -2

Cc1ncsc1C(=O)O
  A = 1 | B = -3 | C = 12 | D = -7 | E = · | F = · | G = -5

C/C(N=Nc1nc2ccccc2s1)=N\Nc1ccccc1O
  A = -4 | B = 0 | C = -7 | D = 3 | E = 20 | F = 8 | G = 0

CC(c1ccccc1)N1CCn2c(nc3cc(NC(=O)c4cccs4)ccc32)C1 (configuration not stated)
  A = · | B = · | C = · | D = -3 | E = -29 | F = 15 | G = ·

CN1CCN(C(=O)/C(=C\c2ccc3c(c2)OCO3)NC(=O)c2cccs2)CC1
  A = -4 | B = -2 | C = -10 | D = 4 | E = · | F = · | G = -1

O=C(CN1C2=NCCCN2c2ccccc21)c1ccc2c(c1)OCO2
  A = 2 | B = · | C = -4 | D = · | E = -11 | F = 1 | G = -2

CCC(c1nnnn1-c1c(C)cccc1C)N1CCCN(Cc2ccc(F)cc2)CC1 (configuration not stated)
  A = -3 | B = 1 | C = -13 | D = -2 | E = · | F = · | G = -3

C[C@H]1CN([C@@H](C)CO)C(=O)Cc2cc(NC(=O)Cc3ccccc3)ccc2O[C@@H]1CN(C)C(=O)Nc1ccc(F)cc1
  A = -3 | B = -1 | C = -6 | D = -6 | E = 1 | F = -1 | G = 3

CN(C1CCS(=O)(=O)C1)S(=O)(=O)c1ccc(C2CCCCC2)cc1 (configuration not stated)
  A = 1 | B = 3 | C = -6 | D = · | E = -20 | F = -4 | G = 7

Cc1ccc(CN2C(=O)N/C(=C\c3ccc(-c4ccc(C(=O)O)cc4C)o3)C2=O)cc1
  A = -4 | B = 28 | C = 2 | D = 2 | E = 13 | F = 9 | G = 1

Cc1noc(C)c1S(=O)(=O)N(C)C[C@H]1Oc2ccc(NC(=O)NC(C)C)cc2CC(=O)N([C@H](C)CO)C[C@H]1C
  A = -8 | B = 1 | C = 19 | D = · | E = -25 | F = -5 | G = -9

Cc1cc(NC(=O)CCC(=O)N(CC(=O)NC2CCCC2)c2ccc(F)cc2)no1
  A = 3 | B = 1 | C = -10 | D = -1 | E = -6 | F = 2 | G = ·

CCNC(=O)C[C@H]1CC[C@H]2[C@H](COc3ccc(NC(=O)c4ccccc4Cl)cc3C(=O)N2C)O1
  A = · | B = · | C = 4 | D = -1 | E = 6 | F = -2 | G = ·

CCCCc1c(C)nn(-c2nnc3c4ccccc4n(CC)c3n2)c1C
  A = · | B = · | C = · | D = 1 | E = 54 | F = 0 | G = ·

COc1ccc(NC(=O)c2cc3ccccc3o2)cn1
  A = -5 | B = -2 | C = -58 | D = -2 | E = -6 | F = 68* | G = -6

CCc1ccc(/C=N/NC(=O)c2c[nH]c3ccccc23)s1
  A = · | B = · | C = -55 | D = 7 | E = 4 | F = 38 | G = ·

C[C@H](CO)N1C[C@H](C)[C@H](CN(C)C)Oc2c(NC(=O)c3ccncc3)cccc2C1=O
  A = 11 | B = 0 | C = 8 | D = · | E = -5 | F = 1 | G = 2

CS(=O)(=O)N(CC(=O)O)c1cccc(Cl)c1
  A = · | B = · | C = · | D = 4 | E = -5 | F = -9 | G = ·

COc1ccc(CN(C)C[C@@H]2Oc3ccc(NS(=O)(=O)c4c(C)noc4C)cc3CC(=O)N([C@@H](C)CO)C[C@H]2C)cc1
  A = 2 | B = -1 | C = 10 | D = -15 | E = 3 | F = -4 | G = 2

Carrying on.
Letter code – A = S100A4 inh HTS; B = CASP6 VEID inh; C = LGR2 inh; D = FN deposition inh; E = Statin myotox sup; F = esBAF inh; G = SIRT5 block
COc1ccc2sc(-c3ccc(S(C)(=O)=O)cc3)c(-c3ccc(C(N)=O)cc3)c2c1
  A = 8 | B = -2 | C = -13 | D = -17 | E = -36 | F = 0 | G = ·

CO[C@H]1CN(C)C(=O)c2ccc(NC(C)=O)cc2OC[C@@H](C)N(C(=O)CC2CC2)C[C@@H]1C
  A = 8 | B = 0 | C = -1 | D = 5 | E = -7 | F = 3 | G = -8

COc1cccc(NC(=O)CSCc2nc3sc(C)c(C)c3c(=O)[nH]2)c1
  A = -14 | B = 1 | C = 17 | D = · | E = -16 | F = -3 | G = ·

COc1ccc(CN(Cc2cc3ccc(C)cc3[nH]c2=O)Cc2nnnn2C2CCCC2)cc1
  A = · | B = · | C = · | D = -18 | E = 7 | F = -10 | G = ·

O=C(C(=O)N1CCN(c2ccccc2)CC1)c1ccc2c(c1)OCO2
  A = -2 | B = 3 | C = -1 | D = 6 | E = · | F = · | G = ·

COc1cc(C(=O)OCc2ccc([N+](=O)[O-])cc2)cc(OC)c1OC
  A = -6 | B = 1 | C = 0 | D = · | E = · | F = · | G = 0

CC(C)CCOc1ccc(NC(=O)C2OC3OC(C)(C)OC3C3OC(C)(C)OC23)cc1 (configuration not stated)
  A = · | B = · | C = · | D = -10 | E = -17 | F = 6 | G = ·

O=C(Cn1ccc([N+](=O)[O-])n1)NCc1nc2ccccc2[nH]1
  A = -4 | B = -1 | C = 18 | D = -2 | E = · | F = · | G = -2

CCOC(=O)C(C(=O)NCC1CCCO1)C1CCCCC1 (configuration not stated)
  A = · | B = · | C = 20 | D = · | E = -10 | F = -12 | G = ·

O=C(Nc1ccc(O)c2c(=O)cc(-c3ccccc3Cl)oc12)c1ccccc1Cl
  A = -1 | B = -4 | C = 5 | D = 13 | E = -10 | F = -8 | G = ·

Entries shown so far that have bromine:
Letter code – A = S100A4 inh HTS; B = CASP6 VEID inh; C = LGR2 inh; D = FN deposition inh; E = Statin myotox sup; F = esBAF inh; G = SIRT5 block
Clc1nssc1=Nc1ccc(Br)cc1
  A = -1 | B = 0 | C = -12 | D = 6 | E = · | F = · | G = -3

O=C(Nc1ccccc1C(=O)O)c1cccc(NS(=O)(=O)c2ccc(Br)cc2)c1
  A = 1 | B = 4 | C = 3 | D = -9 | E = 9 | F = 3 | G = 4

Cc1ncc(CO)c(/C=N/NC(=O)c2ccccc2Br)c1O
  A = 3 | B = -15 | C = -8 | D = 3 | E = · | F = · | G = -4

Individual results from the results shown:
COc1cccc(NC(=O)CSCc2nc3sc(C)c(C)c3c(=O)[nH]2)c1 | esBAF inh: -3
CCOC(=O)C(C(=O)NCC1CCCO1)C1CCCCC1 (configuration not stated) | esBAF inh: -12

Source: PubChem BioAssay (Broad Institute)

These rows are one share of the data; count on the stated rates, not on these rows.
